Screening data as filed in PubChem.
Ecoli viability – E. coli V3065 growth inhibition, primary screen, counter-screen for AddAB inhibitor project, absorbance, OD600; 18 h; inhibition, % at 11.9 µM; actives 0.27% (n = 330,000);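 active = inhibition above the campaign's mean inhibition across all tested compounds plus 3 SD, cut at about 9.9% in these data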;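 also: uninfected addAB+ strain grown without phage in ampicillin broth; 0% = DMSO wells and 100% = ciprofloxacin 0.95 µg/ml wells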
HTR5A ag ctr – HTR5A agonists in luminescence cell assay, primary screen, counter-screen for OPRM1-OPRD1 heterodimer agonist project, full-deck HTS; actives 0.61% (n = 340,000); AID 504692, 2011; cell-based; activation, % at 9.3 µM; in the data active = activation mostly above about 9.5%, no sharp cut-off; inactive = mostly below about 7.6%;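 also: 0% = cells with vehicle only and 100% = reference agonist; strong numbers were not always called active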
Target sequence (P47898 whole entry, looked up): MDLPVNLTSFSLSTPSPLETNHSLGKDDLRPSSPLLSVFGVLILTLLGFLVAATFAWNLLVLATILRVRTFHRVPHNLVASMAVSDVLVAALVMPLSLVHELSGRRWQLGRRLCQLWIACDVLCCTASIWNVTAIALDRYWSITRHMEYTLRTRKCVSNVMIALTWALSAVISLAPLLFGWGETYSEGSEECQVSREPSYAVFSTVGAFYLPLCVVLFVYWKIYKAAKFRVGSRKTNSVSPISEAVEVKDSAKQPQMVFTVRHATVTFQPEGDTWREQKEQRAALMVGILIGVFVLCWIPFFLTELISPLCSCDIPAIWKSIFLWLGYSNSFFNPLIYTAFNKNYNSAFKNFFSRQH
MOR-DOR inv ag – inverse agonists of MOR-DOR heterodimerization, primary screen, cell-based, luminescence; cell-based MOR-DOR heterodimer luminescence, inverse agonism; inhibition, % at 9.3 µM; actives 0.21% (n = 340,000); Mu-type opioid receptor (Homo sapiens) + Delta-type opioid receptor (Homo sapiens), …; in the data active = inhibition above about 22%, passing the limit was not always enough;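 also: 0% = cells with DMSO and 100% = wells without cells with DMSO; values of inactives mirror those of a sister screen read the other way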
PfHsp90 set2 – growth inhibition of PfHsp90-expressing yeast, primary screen, antimalarial PfHsp90 inhibitor project, S. cerevisiae, BacTiter-Glo luminescence, single point, set 2. actives 0.32% (n = 310,000). inhibition, % at 9.4 µM. AID 504621, 2011. BacTiter-Glo ATP, 48 h; yeast lacking PDR1 and PDR3 efflux regulators;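 active = every replicate shows inhibition above about 80%, whatever the replicate mean, limit read from the data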;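 also: 0% = DMSO neutral controls and 100% = 20 µM radicicol positive controls; yeast relying on Plasmodium falciparum Hsp90 in place of its own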
AddAB inh – growth inhibition of E. coli expressing H. pylori AddAB, primary screen, AddAB inhibitor project, absorbance. actives 0.29% (n = 330,000). inhibition, % at 11.9 µM. AID 435030, 2010; in the data active = inhibition above about 12%;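 also: 0% = vehicle wells of infected cells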
Pemphigus Ab inh – inhibitors of pemphigus antibody binding to DSG3, primary screen, biochemical, bead-based, flow cytometry, scFv-GFP; AID 588358, 2011; actives 0.48% (n = 310,000); binding (percent of control), % at 10 µM; Desmoglein-3 (Homo sapiens), P32926; DSG3-coupled beads, scFv-anti-DSG3-GFP binding; hits give low values;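 active = binding more than 3 SD below its plate's average and above zero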;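 also: hits lower antibody fragment binding to DSG3; some compounds called inactive have numbers as strong as hits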
HTR5A inv ctr – HTR5A inverse agonists in luminescence cell assay, primary screen, counter-screen for OPRM1-OPRD1 heterodimer inverse agonist project, full-deck HTS | HTR5A cell line, inverse agonism | actives 0.083% (n = 340,000) | 5-hydroxytryptamine receptor 5A (Homo sapiens), P47898 | inhibition, % at 9.3 µM; in the data active = inhibition mostly above about 23%, no sharp cut-off; inactive = mostly below about 18%;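 also: 0% = cells with DMSO and 100% = no-cell wells with DMSO; some compounds called inactive have numbers as strong as hits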
SUMO Mot1 rescue – yeast Mot1-301 growth rescue at high temperature, primary screen, SUMOylation pathway inhibitor project, S. cerevisiae, ATP luminescence, 38.5C. S. cerevisiae Mot1-301 growth rescue; percent above DMSO median, 100 means doubled. growth rescue, % at 18.8 µM. actives 1% (n = 320,000). AID 2716, 2010;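 active = every valid replicate shows activation above 250% relative to neutral control wells; inactive = the rest, any valid replicate at or below 250%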;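 also: OY570 slx delta 5 strain wells were the positive control but not used for scaling; some compounds called inactive have numbers as strong as hits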
phage Ecoli inh – growth loss of phage-infected E. coli, primary screen, RecBCD inhibitor project, absorbance, with phage, HTS | inhibition, % at 11.9 µM | actives 0.26% (n = 360,000); in the data active = inhibition above about 11%
PKA-R1A act – activators of PKA-R1A holoenzyme, primary screen, biochemical, fluorescence polarization, Cy5-IP20, bovine R1A, mouse PKAc; AID 504707, 2011; actives 0.083% (n = 340,000); PKA-R1A dissociation; scaled: DMSO 0%, 113 µM cGMP 100%; activation, % at 11.4 µM;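 active = percent activation above the mean of all tested compounds plus 3 SD, cut at about 19% in these data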;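 also: higher means more PKAc released from R1A so a rise in polarization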
MOR-DOR ag – agonists of OPRM1-OPRD1 heterodimerization, primary screen, cell-based, luminescence; Mu-type opioid receptor (Homo sapiens) + Delta-type opioid receptor (Homo sapiens), …; cells; activation, % at 9.3 µM; actives 0.3% (n = 340,000); AID 504326, 2011; in the data active = activation above about 18%;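 also: 0% = vehicle-treated cells and 100% = reference agonist; values of inactives mirror those of a sister screen read the other way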
* = called active by the depositor; / = not tested or not shown.

smiles,Ecoli viability,HTR5A ag ctr,MOR-DOR inv ag,PfHsp90 set2,AddAB inh,Pemphigus Ab inh,HTR5A inv ctr,SUMO Mot1 rescue,phage Ecoli inh,PKA-R1A act,MOR-DOR ag
O=C(NCCc1nc2ccccc2[nH]1)/C(=C/c1ccco1)NC(=O)c1ccc(Br)cc1,-1.0,0,5,3,-0.9,107,1,5,2.5,-5,-0.9
CCOc1cccc(CNCCNC(=O)c2nonc2N)c1,-1.2,3,0,-20,2.2,103,-35,-15,2.9,3,0.1
S=C(NCCc1ccccc1)N1CCCC1,-0.2,5,4,-1,1.8,106,3,-3,2.3,-5,-0.8
COc1ccc(C)cc1S(=O)(=O)Nc1ccccc1C,0.9,-2,11,11,2.4,/,11,-28,-0.8,-2,-2.6
C/C(=N\NC(=O)c1ccc(Cl)cc1)c1cccc(NC(=O)c2cccnc2)c1,2.6,3,-1,/,2.4,109,-8,183,0.4,-1,0.2
Cc1nn(C(C)C(=O)Nc2ccc(Cl)cn2)c(C)c1[N+](=O)[O-] (stereo not given),1.4,-4,-5,-13,2.5,82,11,44,3.1,-9,0.8
CCOc1ccc(C(=O)COC(=O)c2nc3nccc(C)n3n2)cc1,-1.2,-3,14,/,0.6,98,0,5,-0.1,-3,-3.4
CCOC(=O)CN(C(=O)CSc1nnc(CNc2ccc(F)cc2)n1C)c1ccccc1,-1.5,0,10,-9,0.2,101,-7,-8,1.6,7,-1.8
O=C(COC(=O)c1ccc2c(c1)C(=O)N(CCc1ccccc1)C2=O)Nc1ccc(OC(F)F)cc1,-1.6,9,-18,-6,2.1,103,-32,7,1.7,-3,3.2
Cc1cccc(OCCn2cc(/C=N/NC(=O)c3ccncc3)c3ccccc32)c1,0.4,4,5,-33,2.1,98,-11,-19,2.6,-17,-1.0
O=[N+]([O-])c1cc(S(=O)(=O)Nc2ccccc2)ccc1N1CCN(c2ccc(O)cc2)CC1,3.5,5,-35,11,-0.3,95,-2,28,2.1,-14,5.6
Cc1cc(OC(=O)c2ccccc2Br)c([N+](=O)[O-])c(=O)[nH]1,-2.8,2,4,-9,-0.7,102,-6,54,0.2,-1,-0.7
C=CCNCCOCCOc1ccc(C)cc1[N+](=O)[O-],1.2,1,-3,-2,5.3,102,7,417,-1.9,-6,0.6
NC(=O)C[n+]1ccc(/C=N/O)cc1,1.8,4,11,5,1.0,106,-7,-4,4.1,4,-1.5
COc1cc2c(cc1OC)C1=C(C#N)CN(C3CCCCC3)CN1CC2,-2.8,2,-1,1,-4.8,98,-6,11,2.2,-8,0.2
COc1ccc(S(=O)(=O)Nc2nc3ccccc3s2)cc1,1.2,-1,2,/,1.0,/,2,-13,1.0,0,-0.3
Cc1cccc(NC(=O)CSc2cccc3cccnc23)c1,-5.0,-2,-3,7,-1.2,110,-22,-7,3.2,-2,0.5
CCN(CC)C(=O)c1ccc(CS(=O)(=O)Cc2ccccc2)cc1,/,4,7,0,/,104,-15,1,1.5,-2,-1.4
COc1ccc(Cl)cc1NC(=O)C1CCCN(S(C)(=O)=O)C1 (stereo not given),-1.5,4,12,-36,-2.0,111,-14,-20,1.2,4,-2.3
CC(C)C[C@@H]1CN=C(N)N1C[C@@H]1CCCN1C[C@H](C)N1C[C@@H](Cc2ccccc2)N(CCc2ccc(Cl)c(Cl)c2)C1=N,0.0,1,-5,-8,0.7,110,3,-25,/,-9,0.9
CNC(=O)NC(=O)COC(=O)c1ccc(-n2c(C)ccc2C)cc1,-0.8,-1,3,32,0.7,96,-5,-3,3.1,-5,-0.6
O=C(COc1ccccc1Cl)Nc1ccc(S(=O)(=O)Nc2ccccn2)cc1,-0.6,-3,-16,-5,4.3,99,-12,-24,2.8,-2,2.0
COc1ccc(C(=O)NCS(=O)(=O)c2ccc(C)cc2)cc1,2.4,7,17,18,0.8,97,-20,1,-0.3,6,-3.9
CCCOc1ccc(N2C(=O)CC(NCCc3ccc(S(N)(=O)=O)cc3)C2=O)cc1 (stereo not given),-0.2,1,12,2,-0.6,93,2,11,1.9,0,-2.4
CCCCn1cnc2c(c1=O)c1nc3ccccc3nc1n2Cc1ccc2c(c1)OCO2,0.9,6,16,5,1.8,100,-17,-8,-0.5,-10,-3.1
CC1CCN(S(=O)(=O)N2CCC(C(=O)NCc3cccnc3)CC2)CC1,0.0,1,-10,14,-0.1,102,-2,4,3.3,-4,1.9
Cc1nnc(SCC(=O)NCc2ccccc2Cl)n(N)c1=O,-1.5,-3,1,1,2.3,96,8,-8,3.4,-3,-0.2
COc1ccc(NC(=O)CN2CCCN(S(=O)(=O)c3ccc(F)cc3)CC2)cc1,0.7,5,12,3,0.1,108,8,-2,3.4,-15,-2.1
Nc1nc(CN2CCN(c3ccccc3F)CC2)nc(Nc2ccc3c(c2)OCCO3)n1,-2.9,-1,-32,2,-2.0,97,-10,2,1.0,-3,5.7
CS(=O)(=O)N1CCC(C(=O)Nc2ccc(Oc3ccccc3)cc2)CC1,0.8,9,4,-27,3.8,126,-9,-4,1.2,7,-0.8

Full records, looked up by structure. Order of values: Ecoli viability | HTR5A ag ctr | MOR-DOR inv ag | PfHsp90 set2 | AddAB inh | Pemphigus Ab inh | HTR5A inv ctr | SUMO Mot1 rescue | phage Ecoli inh | PKA-R1A act | MOR-DOR ag
Shown for C/C(=N\NC(=O)c1ccc(Cl)cc1)c1cccc(NC(=O)c2cccnc2)c1 : 2.6 | 3 | -1 | / | 2.4 | 109 | -8 | 183 | 0.4 | -1 | 0.2
Shown for CCOc1cccc(CNCCNC(=O)c2nonc2N)c1 : -1.2 | 3 | 0 | -20 | 2.2 | 103 | -35 | -15 | 2.9 | 3 | 0.1

Other results follow:
smiles,Ecoli viability,HTR5A ag ctr,MOR-DOR inv ag,PfHsp90 set2,AddAB inh,Pemphigus Ab inh,HTR5A inv ctr,SUMO Mot1 rescue,phage Ecoli inh,PKA-R1A act,MOR-DOR ag
CCC1=C(OC(=O)N(CC)CC)N2C(=O)OC(=NCC3CC3)[C@]2(Cc2ccccc2)[C@H]2C1=CC[C@H]1C(=O)NC(=O)[C@H]12,2.1,-2,-16,3,2.9,108,6,0,1.4,-5,2.7
CN1C2CCC1/C(=C\c1ccccc1F)C(=O)/C2=C/c1ccccc1F,-1.7,2,6,-32,-0.3,101,-19,4,2.6,6,-1.2
CCNC(=S)N1CCN(Cc2ccccc2)CC1,-0.6,-1,10,-10,2.7,94,3,5,1.7,0,-2.0
CCOC(=O)Cc1c(C)[nH]c(=S)[nH]c1=O,0.2,-1,10,9,-0.7,105,4,38,1.9,11,-1.8
COC(=O)C1=C(C)N(C2CCCCC2)C(=O)C1,-3.5,4,30,-14,0.5,105,-6,-13,3.5,-5,-5.7
O=C(CCCOc1ccc(Cl)cc1)Nc1nncs1,-2.2,2,12,/,2.1,101,-1,-17,3.7,0,-2.1
CC(C(=O)N1CCCCC1)N1CCN(S(=O)(=O)c2ccc(Cl)cc2)CC1 (stereo not given),-0.7,-3,2,-11,0.8,/,8,5,-1.2,8,-0.4
Cc1ccnc2nc(C(=O)OCC(=O)Nc3ccc4c(c3)OC(F)(F)O4)nn12,0.1,5,7,19,1.8,103,25,4,0.0,-6,-1.2
Cc1ccc(-c2nc3cccnc3o2)cc1NC(=O)COc1ccc(C(C)(C)C)cc1,1.7,-5,-18,7,3.9,111,13,256,1.6,-21,3.7
CCOC(=O)C1=C(C)N=c2s/c(=C3\C(=O)Nc4ccccc43)c(=O)n2C1c1ccc2c(c1)OCO2 (stereo not given),-2.2,-3,14,/,2.6,93,-15,4,-0.6,1,-2.6
CCOc1ccc2nc(-c3cc(NC(C)=O)ccc3O)sc2c1,2.0,1,27*,-21,2.8,100,7,3,3.0,10,-3.8
CCCN1CCN(CCCNC(=O)CCn2nc(-c3ccccc3)ccc2=O)CC1,1.6,-1,5,-30,-0.3,99,2,565*,0.6,-16,-0.9
CCOc1ccc(-c2noc(-c3cccnc3)n2)cc1OCC,-1.8,/,/,/,0.1,105,/,4,-0.5,/,/
O=C1CN(C(=O)COC(=O)c2cnc(Cl)c(Cl)c2)c2ccccc2N1,1.7,4,5,5,2.3,98,-12,-3,2.2,6,-0.9
CSc1cc(C)nc(NC(C)=O)n1,-0.7,6,10,12,2.1,106,-16,36,-2.0,-9,-1.7
CCOc1ccc(C(=O)NCC(=O)Nc2ccc3c(c2)OCO3)cc1OCC,/,-1,1,-12,/,101,2,/,4.5,0,-0.2
CCN(c1ccccc1)S(=O)(=O)c1ccc2c(c1)OCCO2,1.6,-1,13,-11,2.0,/,-17,12,0.1,13,-3.4
CCc1ccc(N(CC(=O)NCc2ccco2)C(=O)CCC(=O)Nc2nccs2)cc1,-0.9,0,16,-10,2.6,101,27,160,0.0,4,-3.0
O=C(CSc1nnc2ccc(-c3cccnc3)nn12)Nc1ccccc1,0.8,6,10,/,0.7,102,-17,-1,2.1,-2,-1.5
CC1CCC(NS(=O)(=O)c2ccc(Cl)nc2)CC1 (stereo not given),1.0,7,-29,/,1.2,116,9,113,5.4,-7,4.5
